ERG-DNA inh: blocks human ERG Ets domain binding to DNA. fluorescence polarization, His-ERG Ets domain / labelled DNA. 370,000 tested, 0.028% active. P11308. AID 624246. Potency, µM (series often up to 76.9 µM), for the others: top-dose FP activity, negative = inhibition, hits mostly inhibitors; active means well fitted inhibition curve with a large enough effect in the polarisation, with a control signal flat; inconclusive means small, poorly fitted or top-dose-only effect, or effect the other way, or a change in a side signal; inactive means no such curve, though single readings can be large or run the other way; the % refers to the polarisation;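 further: polarization taken with two DNA probes labelled with fluorescein and Texas red; % of control where 0% means no effect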
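His-tagged ERG Ets domain (1 uM in the protein solution; 300mM KCl, 50mM Tris-HCl, 1mM EDTA, 1mM DTT, pH 7.5) received compound, then a probe mix of 5 nM fluorescein-DNA and 100nM Texas-615-DNA. Fluorescence polarization was read for both dyes.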
TrxR1 inh: rat TrxR1 inhibition | Potency, µM (titrated, usually from 114 µM), without a hit: at the highest dose activity change, negative = inhibition, usual class: inhibitors | recombinant rTrxR1, NADPH fluorescence consumption, selenite substrate | AID 588453 | 390,000 tested, 1% active; further: on the % scale 0 is the no-effect control and ±100 the full control effect; nearly all actives have a fitted effect of over 65% in size
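Rat TrxR1 (90 nM in the dispensed reagent) was pre-reduced with 400 uM NADPH for 5 min at room temperature, then incubated with compound for 15 min. After 400 uM selenite was added, NADPH fluorescence (Ex 340/Em 450 nm) was followed for 8 min.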
12-LOX inh: blocks human arachidonate 12S-lipoxygenase; P18054; purified 12hLO, xylenol orange hydroperoxide absorbance; Potency, µM (doses to about 108 µM), inactives show at the highest dose activity change, negative = inhibition, most hits filed as inhibitors; 580,000 tested, 1.1% active; further: on the % scale 0 is the no-effect control and ±100 the full control effect
Target sequence (P18054 whole entry, looked up): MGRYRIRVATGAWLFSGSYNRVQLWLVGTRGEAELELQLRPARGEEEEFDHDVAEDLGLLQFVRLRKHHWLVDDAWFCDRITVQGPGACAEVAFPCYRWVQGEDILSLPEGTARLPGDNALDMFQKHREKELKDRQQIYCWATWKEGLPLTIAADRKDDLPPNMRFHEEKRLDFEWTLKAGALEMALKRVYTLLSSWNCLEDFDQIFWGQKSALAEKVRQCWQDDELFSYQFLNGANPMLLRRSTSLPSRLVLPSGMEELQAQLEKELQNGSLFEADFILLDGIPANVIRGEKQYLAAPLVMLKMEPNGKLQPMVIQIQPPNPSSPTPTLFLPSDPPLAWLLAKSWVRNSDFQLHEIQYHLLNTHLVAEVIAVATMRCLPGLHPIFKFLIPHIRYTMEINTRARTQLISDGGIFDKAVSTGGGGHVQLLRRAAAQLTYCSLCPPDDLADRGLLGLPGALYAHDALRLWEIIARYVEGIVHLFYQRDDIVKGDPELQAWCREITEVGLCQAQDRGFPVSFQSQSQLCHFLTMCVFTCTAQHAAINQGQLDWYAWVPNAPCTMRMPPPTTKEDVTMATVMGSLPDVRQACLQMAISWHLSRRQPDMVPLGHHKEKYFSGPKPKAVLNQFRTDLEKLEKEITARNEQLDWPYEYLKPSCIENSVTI
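Purified human 12hLO at 150 nM in 25 mM Hepes, 0.01% Triton X-100, pH 7.0, preincubated 15 min at room temperature with compound. Reaction started with 40 uM arachidonic acid, 30 min at room temperature. Hydroperoxide measured by Fe-xylenol orange, 573/405 nm absorbance ratio.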
GLS inhibitor: glutaminase GLS (human) inhibition. O94925. AID 624170. 410,000 tested, 0.21% active. Potency, µM (titrated, usually from 45.5 µM), for the others: at the top dose activity change, negative = inhibition, hits mostly inhibitors. GLS enzymatic activity, qHTS titration; further: on the % scale 0 is the no-effect control and ±100 the full control effect
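Read-out is an Amplex red fluorescence increase coupled through glutamate oxidase and HRP, measured before and after 30 min room-temperature incubation. hKGA is in 45 mM KH2PO4 (pH 8.2) with 0.02% Tween-20; glutamine added as 1mM solution.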
Pin1 inhibitor: human Pin1 inhibition; Pin1 FP peptide displacement, HiFluor488, 10 min; Potency, µM (top dose mostly 115 µM), for inactives: at the highest dose activity, negative = inhibition, hits mostly inhibitors; 390,000 tested, 0.009% active; Q13526; active means well fitted inhibition curve with a large enough effect in the polarisation, with a control signal flat, not every such curve was filed as active; inconclusive means small, poorly fitted or top-dose-only effect, or effect the other way, or a change in a side signal; inactive means no such curve, though single readings can be large or run the other way; the % refers to the polarisation; further: on the % scale 0 is the no-effect control and ±100 the full control effect
Tb PGK inh: inhibitors of T. brucei phosphoglycerate kinase; 380,000 tested, 0.043% active; Potency, µM (titrated, usually from 57.5 µM), for inactives: at the top dose activity change, negative = inhibition, actives largely listed as inhibitors; AID 602233; PGK/GAPDH coupled, Kinase-Glo luminescence, 60 min; further: on the % scale 0 is the no-effect control and ±100 the full control effect; nearly all actives have a fitted effect of over 60% in size
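Recombinant glycosomal PGK reaction used 1,3-bisphosphoglycerate generated in-well by GAPDH (100nM final) in 100mM TEA pH 7.6, 5mM MgCl2, 0.01% Tween-20. After 60 minutes at room temperature, ATP was read by Kinase-Glo Plus luminescence end-point.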
HP1b chromo inh: inhibitors of HP1-beta chromodomain binding to methylated histone tails; Potency, µM (top dose mostly 114 µM), without a hit: at the highest dose activity change, negative = inhibition, actives largely listed as inhibitors; P83916; AlphaScreen HP1-beta / biotin-H3K9me3 peptide binding; 390,000 tested, 0.56% active; AID 540317; further: nearly all actives have a fitted effect of over 70% in size; inactives centre near 23
Target sequence (P83916 whole entry, looked up): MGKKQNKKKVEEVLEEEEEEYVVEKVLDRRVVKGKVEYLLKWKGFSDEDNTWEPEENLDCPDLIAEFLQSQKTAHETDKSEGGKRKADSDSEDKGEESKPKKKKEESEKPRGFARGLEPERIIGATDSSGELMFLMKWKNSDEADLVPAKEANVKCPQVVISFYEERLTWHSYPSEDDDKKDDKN
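AlphaScreen: HP1-beta (50 nM) preformed 30 min with biotin-H3(1-18)K9me3 peptide (50 nM) in PBS pH 7.4, 0.01% Tween-20. Compound added for 30 min at RT, then streptavidin donor/nickel chelate acceptor beads (10 ug/mL) for 30 min.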
RGS4 inh: blocks human RGS4-accelerated GTP hydrolysis. Transcreener GDP fluorescence polarization, RGS4-accelerated GTP hydrolysis. Potency, µM (highest dose often 114 µM), for inactives: at the top dose activity change, negative = inhibition, actives largely listed as inhibitors. 390,000 tested, 0.039% active. AID 504845; further: on the % scale 0 is the no-effect control and ±100 the full control effect; nearly all actives have a fitted effect of over 75% in size; some results filed as inactive show a strong effect at the top dose
Target sequence (P49798 whole entry, looked up): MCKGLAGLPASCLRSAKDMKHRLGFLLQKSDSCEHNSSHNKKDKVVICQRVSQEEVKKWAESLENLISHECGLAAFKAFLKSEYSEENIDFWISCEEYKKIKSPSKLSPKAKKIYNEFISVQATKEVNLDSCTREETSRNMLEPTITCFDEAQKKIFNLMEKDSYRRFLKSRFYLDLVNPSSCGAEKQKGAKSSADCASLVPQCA
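MLSMR compounds (23 nl, pin-transferred) preincubated 10 min at room temperature with a 500nM (2x) first reagent, then RGS4 at 900nM (2x) plus Transcreener GDP mix added; fluorescence polarization (620/688 nm) read before and after 90 min at 30 °C.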
JMJD2A Tudor: blocks the human JMJD2A Tudor domain. O75164. AlphaScreen JMJD2A-Tudor / H3K4me3 peptide binding. Potency, µM (series often up to 114 µM), for inactives: at the highest dose activity change, negative = inhibition, hits mostly inhibitors. 390,000 tested, 4.4% active; further: on the % scale 0 is the no-effect control and ±100 the full control effect; nearly all actives have a fitted effect of over 50% in size
Starred values were filed as active, the others as inactive; i = inactive; u = inconclusive; x = not tested or not shown; & = joins results of further samples; [ ] = another dose, or the depositor's remark. Unless noted, the call rests on the fitted dose curve; in most records, active means well fitted curve in the direction sought with a large enough effect; inconclusive means small, poorly fitted or top-dose-only effect, or another doubt; inactive means no such curve, though single readings can be large; an effect the other way counts as inactive or inconclusive. Potency means the concentration at half of the fitted maximal effect.

SMILES	ERG-DNA inh	TrxR1 inh	12-LOX inh	GLS inhibitor	Pin1 inhibitor	Tb PGK inh	HP1b chromo inh	RGS4 inh	JMJD2A Tudor
COc1ccc(NS(=O)(=O)c2cc(NC(=O)Cc3c(F)cccc3Cl)ccc2OC)cc1	0%	10%	3%	0%	8%	-5%	15%	7%	-14%
Nc1nn2c(-c3ccccc3)cc(=O)[nH]c2c1N=Nc1ccc(Br)cc1	-5%	-8%	u	6%	u	-7%	u	-29%	28µM*
O=C(CC1C(=O)NCCN1Cc1ccc(-c2ccccc2)cc1)NCCc1ccccn1 (configuration not stated)	-5%	-2%	202%[activator]	-5%	-12%	-8%	20%	8%	-16%
C[C@@H](Nc1nc(Cl)nc2nc[nH]c12)c1ccccc1	x	3%	x	x	-10%	x	38%[activator]	9%	-5%
Cc1oc(-c2ccccc2F)nc1CS(=O)CC(=O)NCc1ccccn1 (configuration not stated)	-6%	u	10%	5%	2%	i	30%[activator]	-19%	-19%
C=C1CCN([C@@H](CC(C)C)C(=O)N2CCCC2)S(=O)(=O)c2ccccc21	-7%	21%[57.1 µM]	-3%	1%	-10%	0%	37%	-10%	-4%
CCOC(=O)CNC(=O)CSc1nnc(Cn2c(=O)sc3ccccc32)n1C	-15%	2%[57.1 µM]	371%[activator]	2%	-7%	8%	48%[activator]	36%	-4%
CC(C)c1c(O)c2c(n(-c3ccccc3)c1=O)CCCC2	-1%	1%[57.1 µM]	27%	-17%	-3%	0%	21%	-14%	-8%
CCCC(=O)Nc1ccc(NC(=O)C2CC2)cn1	20%	20%	23%	-9%	-6%	-3%	30%	15%	-8%
O=c1[nH]c(O)c(C=Nc2ccc(Cl)cc2Cl)c(=O)[nH]1	-2%	14%	0%	3%	5%	i	35%	2%	-28%
CSc1nc2c(c(=O)[nH]c(=O)n2C)n1Cc1ccccc1Cl	-3%	14%	-4%&-24%	-2%	-6%	i	17%	11%	-14%
Cc1ccc(NC(=O)CCCn2c(=O)oc3ccccc32)c(O)c1	9%	19%	-5%	12%	1%	-2%	30%	-11%	-13%
CCC1(c2ccc(Cl)cc2)NC(=S)N(c2ccc(C)c(C)c2)N1 (configuration not stated)	0%	-23%	u	-7%	1%	-3%	15%	-46%	-26%
O=C(Cc1ccccc1)N/N=C/c1ccc2c(c1)OCO2	15%	32%	1%	2%	-4%	-10%	12%	-27%	-14%[11.4 µM]
CCOC(=O)c1c(NC(=O)COc2ccc(Cl)cc2C)sc2c1CCCCC2	8%	0%	u	2%	2%	7%	u	u	-20%
CCCC(OC(=O)CN1C(=O)COc2ccccc21)C(=O)NC1CCCC1 (configuration not stated)	0%	20%	10%	-2%	0%	-5%	13%	4%	-9%
CCNC(=S)N1CCC(c2nc3ccccc3s2)CC1	x	-3%	-18%	-5%	-6%	x	28%	-1%	-17%
O=C(CN1C(=O)NC2(CCCC2)C1=O)OCCOc1ccc(Cl)cc1	3%	10%[57.1 µM]	-22%	-3%	3%	2%	35%	-12%	-1%
COc1cccc(C2CC(=O)C3=C(C2)Nc2ccccc2N(C(=O)CCC(=O)O)C3c2ccc(F)cc2)c1 (configuration not stated)	11%	14%	-10%	-5%	-13%	-5%	36%	-7%	-3%
Cc1ccc(/C=N/n2cnc3sc(-c4ccccc4)cc3c2=O)o1	-4%	13%	u	-17%	99%[activator]	i	18%	21%[11.4 µM]	-16%[11.4 µM]
O=C(NN1CCOCC1)c1cn(-c2ccccc2)nc1-c1cccs1	0%	15%	27%	10%	10%	1%	6%	-16%[11.4 µM]	-7%[11.4 µM]
O=C(NCCSc1ncc(-c2ccccc2)[nH]1)c1ccco1	3%	9%	15%	12%	-13%	i	8%	-2%	-28%
Cc1cnc(C(=O)Nc2ccc(OC(F)(F)F)cc2)cn1	-3%	6%	7%	-1%	-6%	2%	23%	11%	-26%
CC1CCC(NC(=O)Cn2cc3c(n2)CCCC3)CC1 (configuration not stated)	4%	6%[57.1 µM]	297%[activator]	3%	0%	4%	18%	-4%	-12%
CCN(CC)C(=O)c1c([N+](=O)[O-])c(C(C)(C)C)nn1C	16%	10%[57.1 µM]	-13%	76%[activator]	-1%	6%	35%	-7%	7%
Further records follow:
SMILES	ERG-DNA inh	TrxR1 inh	12-LOX inh	GLS inhibitor	Pin1 inhibitor	Tb PGK inh	HP1b chromo inh	RGS4 inh	JMJD2A Tudor
O=C(C1=C[C@H](c2ccc(Br)cc2)C[C@H](OCc2ccc(CO)cc2)O1)N1CCN(Cc2ccc3c(c2)OCO3)CC1	6%	25%	-3%	3%	13%	-1%	6%	15%	u
CCOC(=O)N1CCN(CC(O)COc2ccc(OC)cc2C(C)(C)C)CC1 (configuration not stated)	1%	7%	-30%	7%	6%	5%	24%	-6%	-23%
CCOC(=O)c1c(NC(=O)COC(=O)c2nc(Cl)ccc2Cl)sc(C(=O)N(C)C)c1C	9%	8%	15%	2%	25%	-3%	48%[activator]	-14%	-11%
CC1CC(=O)NN=C1c1ccc(NCCO)c([N+](=O)[O-])c1 (configuration not stated)	-3%	-9%	10%	-10%	1%	-10%	35%[activator]	-2%	-4%
Cc1nn(-c2ccc(F)cc2)c2sc(C(=O)O)cc12	x	11%	-5%	0%	-7%	-7%	19%	-4%	-14%
CCc1cccc2c(C(=O)C(NC(C)CC)c3ccccc3)c[nH]c12 (configuration not stated)	-11%	3%	13%	4%	-3%	1%	-30%	17%	-28%
CC(=O)OC(C(=O)NC1CCCCC1)c1ccccc1F (configuration not stated)	2%	11%	-7%	12%	3%	1%	21%	22%	-2%
CC(=O)Nc1ccc(NC(=O)/C=C/c2ccc(Cl)cc2)cc1	-2%	15%[57.1 µM]	0%	13%	0%	4%	21%	11%	-2%
CN(Cc1nc2ccccc2c(=O)[nH]1)C(=O)c1cccc(S(=O)(=O)N2CCCC2)c1	8%	14%	50%[activator]	-2%	-1%	-9%	45%[activator]	9%	5%
O=C(Nc1cccc(F)c1)C1CCCN1S(=O)(=O)c1cccc2cccnc12 (configuration not stated)	4%	13%	0%	-2%	-5%	i	65%[activator]	3%	-6%
O=C(CSc1nnc(-c2cccc(Cl)c2)o1)Nc1ccc2c(c1)OCCO2	-4%	-9%	-14%	-1%	2%	-8%	28%	13%	-5%
CCCN1C=CC(=CC=C(C#N)C#N)C=C1	-2%	-44%	-1%	-21%	u	i	8%	-27%	-12%
Cc1cc(C)cc(N(C(=O)c2ccc(Br)o2)C2C=CS(=O)(=O)C2)c1 (configuration not stated)	4%	-2%[57.1 µM]	-11%	2%	6%	1%	10%	6%	-12%
CSc1cccc(NC(=O)CN(c2cc(C)ccc2C)S(C)(=O)=O)c1	-3%	8%	20%	-3%	-6%	-11%	6%	6%	-17%
CCn1c(=O)cc(O)c2ccccc21	-8%	0%[57.1 µM]	-6%	2%	-1%	-3%	43%[activator]	12%[11.4 µM]	-8%[11.4 µM]
Cc1c(C(=O)N(Cc2ccc(N(C)C)cc2)CC2CCCO2)oc2ccc(Cl)cc12 (configuration not stated)	2%	1%	0%	10%	-2%	-4%	u	3%	13µM*
O=C(Cc1cccc2ccccc12)NCC1CCCO1 (configuration not stated)	4%	9%	28%	-11%	-6%	-5%	50%[activator]	-26%	-5%
Cc1cc(C)c(S(=O)(=O)Nc2ccc(-c3ccc(N4CCCCCC4)nn3)cc2)cc1C	0%	25%[57.1 µM]	-25%	13%	-3%	-5%	-3%[57 µM]	8%	-26%
COC(OC)c1ccnc(SCc2ccccc2Cl)n1	2%	8%[57.1 µM]	284%[activator]	-2%	-6%	-5%	88%[activator]	19%	44%[activator]
O=C(Cc1ccc(S(=O)(=O)N2CCOCC2)s1)Nc1ccc2c(c1)CCC2	11%	2%	24%	0%	7%	-3%	-11%	-16%	u
O=C(CN1CCN(c2ccccc2F)CC1)c1ccc2cc[nH]c2c1	-1%	u	-14%	5%	1%	-2%	32%	-11%	-31%
O=C(CSc1nc(O)cc(=O)[nH]1)N1CCOCC1	12%	4%	-10%	1%	14%	i	29%	-14%	1%
COc1ccc(NC(=O)Nc2ccc3c(c2)C(=O)N([C@H](C)CO)C[C@H](C)[C@@H](CN(C)S(=O)(=O)c2ccc(OC)cc2)O3)cc1	-4%	2%	u	5%	-13%	-2%	12%	0%	-28%
COCCNC(=O)CCSc1nc(-c2ccc3c(c2)OCO3)cc(C(F)(F)F)n1	2%	24%	-8%	-11%	-1%	0%	32%[activator]	-2%	-5%
COC(=O)[C@@]1(C)[C@H]2C(=O)N(Cc3ccccc3)C(=O)[C@H]2[C@H]2CN(C)C(=NC3CCCCC3)N21	u	9%	-15%	10%	-1%	-4%	30%	9%	u
O=C(NC1CC1)C1=C[C@H](c2c[nH]c3ccccc23)C[C@H](OCCCCO)O1	17%	-14%[57.1 µM]	-24%	5%	19%	i	9%	-9%	-25%

Shown with the structure last: part of the list above
ERG-DNA inh | TrxR1 inh | 12-LOX inh | GLS inhibitor | Pin1 inhibitor | Tb PGK inh | HP1b chromo inh | RGS4 inh | JMJD2A Tudor | Compound
2% | 11% | -7% | 12% | 3% | 1% | 21% | 22% | -2% | CC(=O)OC(C(=O)NC1CCCCC1)c1ccccc1F (configuration not stated)
-1% | u | -14% | 5% | 1% | -2% | 32% | -11% | -31% | O=C(CN1CCN(c2ccccc2F)CC1)c1ccc2cc[nH]c2c1
u | 9% | -15% | 10% | -1% | -4% | 30% | 9% | u | COC(=O)[C@@]1(C)[C@H]2C(=O)N(Cc3ccccc3)C(=O)[C@H]2[C@H]2CN(C)C(=NC3CCCCC3)N21

Source: PubChem BioAssay (National Center for Advancing Translational Sciences (NCATS))

Only part of the results is shown; rates above refer to the full screens.
